HepG2 viability: kills HepG2 cells in TGF-b inhibitor counter-screen; HepG2 CAGA-GFP viability, ATP luminescence, 18 h; Potency, µM (top dose mostly 46.1 µM), without a hit: top-dose activity change, negative = cytotoxicity, most hits filed as cytotoxic; 0.76% of 410,000 active; further: potency means the concentration at half of the fitted maximal effect; some results filed as inactive show a strong effect at the top dose
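CellTiter-Glo luminescence gave cytotoxicity after 18 hours at 37 degrees C. The cells were HepG2 CAGA-GFP in 1% FBS DMEM, stimulated with 500 pg/mL TGF-beta after compound addition. %Activity was normalised to no-cell wells (complete cell-killing) and DMSO (no toxicity), and curves were fitted and classified.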
Nrf2 inh: Nrf2 pathway inhibition | Potency, µM (titrated, usually from 46 µM), for the others: top-dose activity change, negative = inhibition, actives largely listed as inhibitors | A549 ARE-Fluc reporter, luciferase luminescence, 18-24 h | 2.1% of 360,000 active; further: potency means the concentration at half of the fitted maximal effect; on the % scale 0 is the no-effect control and ±100 the full control effect; nearly all actives have a fitted effect of over 60% in size
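Nrf2 activity is the BugLite luminescence, read 15 min after reagent at room temperature, following CellTiter-Fluor cytotoxicity readout (30 min, 37C). Compound titrations were applied for 18-24 h to 5000 A549 ARE_Fluc cells/well in 5% FBS OPTI-MEM.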
Nrf2 ARE act: activates Nrf2 signaling; 0.31% of 410,000 active; Potency, µM (titrated, usually from 46.1 µM), without a hit: top-dose activation, most hits filed as activators; AID 624171; AREc32 ARE-luciferase reporter (MCF7-derived line), luminescence, 24 h; further: potency means the concentration at half of the fitted maximal effect; % of control where 0% means no effect; nearly all actives have a fitted effect of over 65% in size
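Reporter line AREc32 (ARE-Fluc), seeded overnight in OPTI-MEM with 5% FBS; compound pin-transferred, 24 hr at 37 deg C, 5% CO2; luminescent read-out.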
A549 viability: kills or reduces viability of A549 cells in Nrf2 counter-screen. A549 ARE-Fluc cells, CellTiter-Fluor viability, 18-24 h. Potency, µM (doses to about 46 µM), without a hit: top-dose activity change, negative = cytotoxicity, actives largely listed as inhibitors. 0.16% of 390,000 active; further: potency means the concentration at half of the fitted maximal effect; on the % scale 0 is the no-effect control and ±100 the full control effect
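A549 ARE_Fluc cells in 5% FBS OPTI-MEM were exposed to compounds in concentration-response for 18-24 h at 37 deg C. Viability was read by CellTiter-Fluor fluorescence (Ex 405/Em 525) after 30 min, before the luciferase read.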
TGFb SMAD3 inh: inhibitors of TGF-b signaling; HepG2 CAGA-GFP TGF-b/SMAD3 reporter, GFP fluorescence, 18 h; TGF-beta stimulated, 500 pg/mL final; 1.2% of 410,000 active; AID 588855; Potency, µM (titrated, usually from 46.1 µM), for inactives: at the highest dose activity, negative = inhibition, actives largely listed as inhibitors; further: potency means the concentration at half of the fitted maximal effect; on the % scale 0 is the no-effect control and ±100 the full control effect; nearly all actives have a fitted effect of over 65% in size
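Using HEPG2 CAGA-GFP reporter cells at 1000 cells/well, we pinned test compounds, stimulated with recombinant TGF-beta (500 pg/mL final) and measured total well GFP after 18 h.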
Abeta yeast res: A-beta toxicity reversal in yeast; yeast expressing A-beta42, growth rescue, OD600, 48 h; response scale: 0% DMSO, 100% iron-clioquinol control; Potency, µM (doses to about 46.1 µM), inactives show at the highest dose growth rescue, hits mostly activators; 0.063% of 410,000 active; further: potency means the concentration at half of the fitted maximal effect; nearly all actives have a fitted effect of over 55% in size
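Growth rescue measured by 600 nm absorbance after 48 h yeast culture at 30 C with compound. Values normalized between DMSO and an equimolar ferric chloride plus clioquinol control.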
MmCpn inh: inhibitors of Methanococcus maripaludis chaperonin (MmCpn) | purified Mm-Cpn ATPase, ADP Transcreener TR-FRET | Potency, µM (titrated, usually from 76.9 µM), for the others: at the highest dose activity, negative = inhibition, most hits filed as inhibitors | 0.031% of 330,000 active | AID 504842; further: potency means the concentration at half of the fitted maximal effect; on the % scale 0 is the no-effect control and ±100 the full control effect; nearly all actives have a fitted effect of over 80% in size
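25 nM Mm-CPN + cpd, 10 min 37°C; + 10 uM ATP, 30 min 37°C; buffer 30 mM Tris pH 7.4, 100 mM KCl, 5 mM MgCl2, 1 mM DTT; Transcreener ADP HTRF detection 30 min RT.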
CCT chaperon mod: changes cytosolic chaperonin activity; AID 651819; 0.3% of 360,000 active; purified chaperonin ATPase assay, HTRF ADP detection, 30 min; activity change, % (test concentration not listed), hits read low; in the data active means activity change below about -30%; further: on the % scale 0 is the no-effect control and ±100 the full control effect
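First, chaperonin was dispensed at 40 nM or 20 nM final depending on batch activity. Next, compounds were pinned at 76 uM and ATP added at 10 uM. After 30 min at 37 °C, ADP detection reagents ran 30 min at ambient temperature.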
Akt phos inh: inhibitors of Akt phosphorylation; Neuro2A IGF-stimulated pAkt S473 HTRF, 20 min; active compounds read low; activity change, % for hits at 50 µM; 0.32% of 360,000 active; AID 651550; in the data active means activity change below about -80%; inconclusive means mostly about -51% to -80%; further: on the % scale 0 is the no-effect control and ±100 the full control effect
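Single-point screen (50 µM final compound) in Neuro2A cells stimulated 20 min with 6 nM IGF at 37 deg C. After lysis, Ser473-phosphorylated Akt read by HTRF (ex 330 nm, em 615/665 nm) as the 665/615 ratio.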
The depositor's hits bear a star; i = inactive; u = inconclusive; x = no result given; [ ] = another dose, or the depositor's remark. Unless noted, the call rests on the fitted dose curve; in most records, active means well fitted curve in the direction sought with a large enough effect; inconclusive means small, poorly fitted or top-dose-only effect, or another doubt; inactive means no such curve, though single readings can be large; an effect the other way counts as inactive or inconclusive.

SMILES	HepG2 viability	Nrf2 inh	Nrf2 ARE act	A549 viability	TGFb SMAD3 inh	Abeta yeast res	MmCpn inh	CCT chaperon mod	Akt phos inh
COc1ccc(C(=O)NCCC2=CCCCC2)cc1S(=O)(=O)N1CCOCC1	-6%	-19%	0.1%	-18%	u	1%	1%	-2.5	i
Cc1ccc(S(=O)(=O)NCCC(=O)N2CCN(S(=O)(=O)c3ccccc3)CC2)cc1C	-15%	-24%	-2.2%	-6%	4%	9%	1%	0.4	i
CC(CC(=O)Nc1nc2ccccc2[nH]1)n1ccnc1 (stereo unspecified)	1%	3%	-0.4%	2%	-4%	9%	-9%	-4.3	i
CCN(CC)C(=O)C1=C(C)N(Cc2ccccc2)C(=O)C(CC(=O)NCCCN(C)C)C1 (stereo unspecified)	8%	x	-0.2%	x	6%	-1%	x	0.0	i
O=C(NCc1ccccc1)c1cc(C2CCCN(S(=O)(=O)c3cccc4cccnc34)C2)on1 (stereo unspecified)	-5%	x	4.3%	x	1%	2%	x	-0.3	i
O=C1NC2(CCCCC2)Cc2ccccc21	1%	-7%	-0.7%	0%	-1%	20%	0%	0.2	i
Cc1ccc(C2C=C(c3ccc4c(c3)OCO4)Nc3ncnn32)cc1 (stereo unspecified)	-23%	4%	0.6%	-1%	3%	8%	1%	0.0	i
O=C(CCN1c2ccccc2Sc2ccccc21)OCC(=O)N1CCN(C(=O)c2ccco2)CC1	-12%	0%	-0.7%	1%	1%	0%	-4%	-3.5	i
O=C(COc1ccc(Br)cc1F)NC1CCN(Cc2ccccc2)CC1	-19%	-8%	2.3%	2%	14%	-22%	0%	-1.3	x
CCOCCN1CCN(c2c3c(nc4cc(-c5ccc(F)cc5)nn24)CCC3)CC1	-2%	7%	2.4%	0%	8%	-1%	-17%	-2.4	i

Six of the compounds above, with two lines to a compound.
Fields: HepG2 viability | Nrf2 inh | Nrf2 ARE act | A549 viability | TGFb SMAD3 inh | Abeta yeast res | MmCpn inh | CCT chaperon mod | Akt phos inh
CCN(CC)C(=O)C1=C(C)N(Cc2ccccc2)C(=O)C(CC(=O)NCCCN(C)C)C1 (stereo unspecified)
 : 8% | x | -0.2% | x | 6% | -1% | x | 0.0 | i
Cc1ccc(S(=O)(=O)NCCC(=O)N2CCN(S(=O)(=O)c3ccccc3)CC2)cc1C
 : -15% | -24% | -2.2% | -6% | 4% | 9% | 1% | 0.4 | i
O=C(COc1ccc(Br)cc1F)NC1CCN(Cc2ccccc2)CC1
 : -19% | -8% | 2.3% | 2% | 14% | -22% | 0% | -1.3 | x
O=C1NC2(CCCCC2)Cc2ccccc21
 : 1% | -7% | -0.7% | 0% | -1% | 20% | 0% | 0.2 | i
O=C(CCN1c2ccccc2Sc2ccccc21)OCC(=O)N1CCN(C(=O)c2ccco2)CC1
 : -12% | 0% | -0.7% | 1% | 1% | 0% | -4% | -3.5 | i
O=C(NCc1ccccc1)c1cc(C2CCCN(S(=O)(=O)c3cccc4cccnc34)C2)on1 (stereo unspecified)
 : -5% | x | 4.3% | x | 1% | 2% | x | -0.3 | i

Next part.
SMILES	HepG2 viability	Nrf2 inh	Nrf2 ARE act	A549 viability	TGFb SMAD3 inh	Abeta yeast res	MmCpn inh	CCT chaperon mod	Akt phos inh
Cc1ccc(NC(=O)CSc2nc3ccc(NC(=O)c4cccs4)cc3s2)c(C)c1	-22%	-39%	4.0%	-2%	-14%	-8%	x	x	x
CN(C(=O)COC(=O)c1cc([N+](=O)[O-])ccc1N1CCCC1)C1CCS(=O)(=O)C1 (stereo unspecified)	-4%	-20%	-0.4%	-13%	-1%	-20%	0%	-6.7	i
CC(C)CNC(=S)Nc1ccc(Oc2ccccc2)cc1	-29%	u	-0.1%	0%	-39%	-40%[inhibitor]	-1%	-2.6	i
CC(C)c1ccc(O)c(NC(=O)c2ncn[nH]2)c1	7%	u	u	-5%	-7%	2%	0%	-0.4	i
O=C(/C=C/c1ccc(O)c(O)c1)OC(Cc1ccc(O)c(O)c1)C(=O)O (stereo unspecified)	-2%	-24%	0.1%	0%	0%	-15%	-3%	0.0	i
CNc1cncc(-c2ccc(C)cc2)n1	-3%	x	5.0%	x	15%	-10%	x	2.2	i
COCc1c(N)c(C)nc(Cl)c1C#N	-22%	5%	4.5%	-4%	-14%	-30%	3%	-2.1	i
NC(=O)c1ccccc1NS(=O)(=O)c1ccccc1	-3%	2%	0.3%	-12%	-20%	18%	0%	-0.9	x
COc1ccccc1CN(Cc1ccco1)c1cnc(S(C)(=O)=O)nc1C(=O)Nc1ccccc1Cl	2%	-3%	8.1%	18%	-2%	1%	x	x	x
COC(=O)CNC(=O)c1ccccc1C	10%	5%	-0.1%	-2%	2%	4%	1%	3.0	i
O=C(Cn1ncc2c(=O)oc3ccccc3c21)NCc1ccc(Cl)cc1	6%	-6%	-0.6%	3%	-2%	-9%	x	x	x
CCCCN(CCCC)C(=O)c1cc2ccccc2c(=O)o1	7%	-15%	-0.4%	0%	-6%	-10%	-1%	-3.0	i
CN(C(=O)CSc1cn(CC(=O)N2CCCC2)c2ccccc12)c1ccccc1	-3%	1%	3.7%	5%	0%	-4%	x	x	x
O=C(CN1C(=O)C2CCCCC2C1=O)Nc1ccccc1C(=O)O (stereo unspecified)	28%	-14%	-0.2%	1%	-8%	-1%	-1%	0.3	i
CCNC(=S)Nc1ccc(Cl)c(C(F)(F)F)c1	-19%	u	3.4%	3%	u	-11%	0%	-0.6	i
CC(C)OC(=O)c1c(NC(=O)C2c3ccccc3Oc3ccccc32)sc2c1CCCC2	5%	6%	-0.4%	-4%	0%	-1%	x	x	x
COc1cc(C(=O)OCCc2cc3ccccc3c(=O)o2)cc(OC)c1OC	-13%	u	13%	-15%	3%	0%	-1%	-1.9	i
Cc1ccc(N(CC(=O)NC2CCCCC2)S(=O)(=O)c2cccs2)cc1	-9%	-5%	0.3%	-1%	-13%	-2%	-2%	-2.5	x
CCN(CC)S(=O)(=O)c1ccc(C)c(NC(=O)CSc2ncc(C(F)(F)F)cc2Cl)c1	-36%	-21%	0.0%	-4%	u	-5%	-1%	-0.1	i
Cc1nc(N2CCCCC2C)c2c(C)c(C(=O)Nc3cccc(C(F)(F)F)c3)sc2n1 (stereo unspecified)	1%	u	3.0%	-21%	u	10%	0%	2.7	i
CCOC(=O)c1nnn(-c2nonc2N)c1CSc1ccccn1	8%	-16%	0.0%	8%	-3%	-7%	-1%	2.1	i
Cn1c(SCC(=O)N2CCCC2)nc2c(c1=O)SCC2	5%	x	-0.4%	x	1%	-2%	x	0.9	i
COCC(C)n1c(SCC(=O)Nc2c(C)n(C)n(-c3ccccc3)c2=O)nc2ccccc2c1=O (stereo unspecified)	-13%	1%	0.2%	0%	-5%	-9%	0%	0.3	i
CCOc1ccccc1NC(=O)/C=C/c1ccccc1[N+](=O)[O-]	7%	1%	9.6%	3%	-8%	-7%	-4%	-0.9	i
Cc1ccc(S(=O)(=O)NCCC(=O)OCC(=O)Nc2cccc(Cl)c2)cc1	-4%	7%	-1.4%	-2%	-2%	13%	2%	0.9	i
Brc1ccccc1OCCN1CCOCC1	1%	-7%	-0.7%	-3%	-24%	6%	1%	-0.1	i
CCn1c2ccccc2c2cc(CN3CCN(S(C)(=O)=O)CC3)ccc21	5%	u	2.4%	-13%	-19%	10%	0%	-3.2	i
Cc1ccc(Cl)cc1NS(=O)(=O)c1ccc2c(c1)NC(=O)C(C)C(=O)N2 (stereo unspecified)	-2%	-14%	-0.8%	-1%	8%	-3%	0%	2.1	i
CCOC(=O)Cc1[nH]nc2c1C(c1ccsc1)C(C#N)=C(N)O2 (stereo unspecified)	-3%	6%	0.0%	-2%	-2%	11%	2%	1.3	i
Cc1cccn2c(=O)c(/C=C(\C#N)c3nc4ccccc4s3)c(Oc3ccc(F)cc3)nc12	11%	18%	3.4%	-17%	-24%	-6%	x	x	x
COc1ccc(CCNc2nc(-c3ccc(NC(C)=O)cc3)cs2)cc1OC	1%	u	0.4%	-8%	u	24%	-11%	-4.2	i
COc1ccc(C(=O)N/C(=C/c2ccco2)C(=O)N2CCCCCC2)cc1	0%	8%	0.3%	-11%	-1%	15%	1%	-2.2	i
CCCCn1c(-c2ccco2)nc2oc3ccccc3c(=O)c2c1=O	29%	-14%	5.8%	-7%	21%	-24%	0%	-1.1	i
Cc1cccc(NC(=O)COC(=O)CCc2c[nH]c3ccccc23)c1	7%	8%	0.3%	-2%	-11%	6%	2%	-1.4	i
CN(C)C(CNC(=O)CCCOc1ccccc1)c1ccco1 (stereo unspecified)	0%	2%	5.1%	1%	-18%	5%	4%	-2.3	i
CC(C)C(NC(=O)Cc1ccccc1[N+](=O)[O-])C(C)C	-1%	4%	0.0%	-3%	-3%	9%	1%	2.3	i
COc1ccc(CC(=O)NCc2nc3cccnc3n2Cc2ccccc2)cc1	3%	x	-0.5%	-1%	-6%	11%	x	x	x
CCOC(=O)N1CCN(C(=S)NC(=O)c2ccc(F)c(F)c2)CC1	0%	4%	-0.6%	-12%	4%	3%	4%	-0.1	i
CCc1cccc(N2C(=O)CS(=O)(=O)C23C(=O)N(Cc2ccc(F)cc2)c2ccc(C)cc23)c1 (stereo unspecified)	-36%	-1%	0.6%	0%	2%	-11%	x	x	x
CN1CCN(C2CN(CCc3ccccc3)S(=O)(=O)C2)CC1 (stereo unspecified)	-1%	x	0.3%	x	0%	-19%	x	0.3	i
Cc1c(C)n(C)c2ccc(C(=O)NCCCN3CCOCC3)cc12	-13%	-8%	-0.5%	u	-7%	-1%	-3%	-2.2	i
CN(C)c1cccc(C(=O)OCCCC(=O)c2ccc(F)cc2)c1	0%	-4%	-0.3%	-2%	-2%	-13%	-1%	-38*	i
